From PubChem BioAssay
LMNA splice mod: modulators of lamin A splicing. AID 1487. hit rate 0.01% among 200,000. HeLa LMNA splicing GFP/RFP minigene ratio, 48 h. Potency, µM (highest dose often 46.1 µM), for the others: at the highest dose ratio change, negative = inhibition, usual class: inhibitors; active means well fitted inhibition curve with a large enough effect in the signal ratio, with a control signal flat, not every such curve was filed as active; inconclusive means small, poorly fitted or top-dose-only effect, or effect the other way, or a change in a side signal; the % refers to the signal ratio; further: potency means the concentration at half of the fitted maximal effect; on the % scale 0 is the no-effect control and ±100 the full control effect
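S3 HeLa cells stably expressing lamin A-EGFP splicing minigene plus DsRed2, 600 cells/well, 48 h compound exposure at 37C. Laser-scanning cytometry; analysed as GFP (500-530 nm)/RFP (575-640 nm) total intensity ratio; 0.5% DMSO vehicle.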
Luc counter: counter-screen: inhibitors of Kinase-Glo firefly luciferase; Kinase-Glo luciferase, ATP luminescence, 8 min; Potency, µM (highest dose often 38.3 µM), inactives show top-dose activity change, negative = inhibition, usual class: inhibitors; hit rate 0.28% among 200,000; AID 1379; further: potency means the concentration at half of the fitted maximal effect; on the % scale 0 is the no-effect control and ±100 the full control effect; nearly all actives have a fitted effect of over 60% in size
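Kinase-Glo luciferase light output from ATP and luciferin was measured with 10 uM ATP, within the enzyme's linear range. Buffer: 50 mM imidazole pH 7.2, 50 mM KCl, 7 mM MgCl2, 0.01% Tween 20, 0.05% BSA; luminescence read after 8 min at ambient temperature.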
SMN2 splice up: increases expression of the SMN2 splice variant; HEK293 SMN2-luciferase splicing reporter, luminescence, 30-36 h; hit rate 2.8% among 210,000; Potency, µM (titrated, usually from 46.1 µM), for inactives: top-dose activity change, positive = activation, usual class: activators; further: potency means the concentration at half of the fitted maximal effect; % of control where 0% means no effect; nearly all actives have a fitted effect of over 55% in size
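HEK293 cells carry an SMN2 […]–luciferase reporter in which exon 7 inclusion puts luciferase in frame. Cells were plated 10-12 h before compound addition, then incubated 30-36 h at 37C. ONE-Glo luminescence was read; sodium butyrate at 4.5 mM final served as control.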
HTT aggregate: reduces HttQ103-GFP aggregates in PC12 cells; Potency, µM (series often up to 46.1 µM), without a hit: top-dose activity change, negative = inhibition, usual class: inhibitors; PC12 HttQ103-GFP aggregates, Acumen cytometry, 40 h; hit rate 1.1% among 220,000; further: potency means the concentration at half of the fitted maximal effect; on the % scale 0 is the no-effect control and ±100 the full control effect; nearly all actives have a fitted effect of over 60% in size
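PC12 cells with ecdysone-inducible HTT exon1 Q103-GFP, induced by 100 nM tebufenozide, given compounds in a concentration series. GFP aggregates (1–25 um, 6 SD above background) counted in lysates by laser-scanning cytometry, 488 nm excitation.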
HTT cytoprotect: protects HTT-Q103 PC12 cells, measured by ATP; Potency, µM (doses to about 56.4 µM), without a hit: cytoprotection (ATP increase), most hits filed as activators; PC12 HTT-Q103 induced, cytoprotection, ATP luminescence, 40 h; hit rate 0.14% among 230,000;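 further: potency means the concentration at half of the fitted maximal effect; % of control where 0% means no effect; nearly all actives have a fitted effect of over 45% in size; toxic huntingtin expression switched on by the ecdysone agonist tebufenozide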
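ATP quantification (ATPlite) reports survival of PC12 cells in which tebufenozide, 100 nM final, switches on Htt exon 1 with 103 glutamines linked to GFP; compounds are titrated.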
CBFb RUNX1 block: blocks binding between human CBF-beta and RUNX1 | Q01196+Q13951 | 230,000 tested, under 10 active | AlphaScreen CBFb-His/RUNX1-biotin binding, biochemical | Potency, µM (series often up to 59.8 µM), inactives show at the highest dose activity, negative = inhibition, usual class: inhibitors; further: % of control where 0% means no effect
Target sequence (Q01196 whole entry, looked up): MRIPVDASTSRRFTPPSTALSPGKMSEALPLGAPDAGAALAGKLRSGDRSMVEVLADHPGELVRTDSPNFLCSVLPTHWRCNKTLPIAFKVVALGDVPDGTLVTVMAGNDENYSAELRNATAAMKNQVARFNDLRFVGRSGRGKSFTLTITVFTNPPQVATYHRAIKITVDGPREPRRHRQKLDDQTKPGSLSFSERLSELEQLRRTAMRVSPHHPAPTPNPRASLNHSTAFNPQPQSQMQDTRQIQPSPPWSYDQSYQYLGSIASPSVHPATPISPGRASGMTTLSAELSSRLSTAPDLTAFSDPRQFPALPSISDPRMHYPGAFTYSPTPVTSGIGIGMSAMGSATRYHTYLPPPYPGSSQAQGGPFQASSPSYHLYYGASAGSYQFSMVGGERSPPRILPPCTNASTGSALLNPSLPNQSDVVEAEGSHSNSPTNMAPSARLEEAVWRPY
Target sequence (Q13951 whole entry, looked up): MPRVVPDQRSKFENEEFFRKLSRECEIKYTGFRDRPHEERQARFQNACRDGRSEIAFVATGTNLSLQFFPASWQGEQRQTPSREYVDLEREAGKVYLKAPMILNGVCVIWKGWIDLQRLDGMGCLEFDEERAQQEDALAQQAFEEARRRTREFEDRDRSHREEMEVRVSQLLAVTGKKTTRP
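Interaction loss through any mechanism counts as activity. Pre-formed complex of His-CBF-beta and biotin-RUNX1 (30 nM apiece) is incubated with compound 15 min, then with 50 ng nickel and 50 ng streptavidin beads for 90 min before AlphaScreen detection.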
IMPase Li inh: cell-permeable IMPase inhibitors with lithium potentiation; CHO-M1 cells, IP1 TR-FRET (IP-One), carbachol + lithium; Potency, µM (highest dose often 59.4 µM), for the others: at the top dose activity, negative = IMPase inhibition, most hits filed as inhibitors; hit rate 0.35% among 210,000; AID 1457;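 further: IP1 builds up when IMPase is blocked and the TR-FRET signal falls; potency means the concentration at half of the fitted maximal effect; plate controls were basal vehicle for no effect and high inhibitor control for full effect; nearly all actives have a fitted effect of over 50% in size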
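Concentration–response in CHO-M1 cells, lithium-potentiated; 30 min at 37C. IP1 detected by competitive TR-FRET after 10 min lysis at RT. Hill-fitted AC50.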
An asterisk follows results filed as active; & = joins results of further samples; [ ] = another dose, or the depositor's remark. Unless noted, the call rests on the fitted dose curve; in most records, active means well fitted curve in the direction sought with a large enough effect; inconclusive means small, poorly fitted or top-dose-only effect, or another doubt; inactive means no such curve, though single readings can be large; an effect the other way counts as inactive or inconclusive.

Results for O=C(NCC1CCCN(Cc2ccccc2F)C1)c1cccc(C(F)(F)F)c1 (configuration not stated) ?
LMNA splice mod: 2%[46 µM]; Luc counter: -1%; HTT aggregate: 13%[9.22 µM]; HTT cytoprotect: 13%[10 µM]; CBFb RUNX1 block: -1%; IMPase Li inh: 20%

Results for O=C(CSc1nc2ccccc2c(=O)n1-c1ccccc1)N1CCC1 ?
Luc counter: -1%; SMN2 splice up: 17%; HTT aggregate: 9%; CBFb RUNX1 block: -3%; IMPase Li inh: 3%

What do the screens show for `CCOC(=O)Cn1c2ccc(C)cc2c2nc(C)sc21`?
HTT aggregate: 0%; HTT cytoprotect: -21%; CBFb RUNX1 block: 8%; IMPase Li inh: 15%

Results for c1cncc(-c2noc(-c3ccco3)n2)c1 ?
LMNA splice mod: inconclusive; Luc counter: -25%; SMN2 splice up: -1%; HTT aggregate: -2%; HTT cytoprotect: -31%; CBFb RUNX1 block: -15%; IMPase Li inh: -13%[38.3 µM]

Results for Cc1cc(SCC(=O)Nc2cccc(S(=O)(=O)N3CCOCC3)c2)nc2ccccc12 ?
Luc counter: 1%; SMN2 splice up: -13%; HTT aggregate: -1%; HTT cytoprotect: -52%; CBFb RUNX1 block: 5%; IMPase Li inh: 9%

What do the screens show for `CCOC(=O)N1CCC(NC(=O)c2cc3c(-c4cccc(OC)c4)nn(C)c3s2)CC1`?
LMNA splice mod: -13%; Luc counter: -1%; SMN2 splice up: inconclusive; HTT aggregate: -13%; HTT cytoprotect: -13%; CBFb RUNX1 block: -7%; IMPase Li inh: 23%[38.3 µM]

How did CCN1CCN(CC(O)COCCOc2ccc(Br)cc2)CC1 (configuration not stated) do in these assays?
LMNA splice mod: 5%; Luc counter: 0%; SMN2 splice up: -22%; HTT aggregate: 2%; CBFb RUNX1 block: inconclusive; IMPase Li inh: 13%

What do the screens show for `CCCc1cc(=O)[nH]c(SCC(=O)N(C)C2CCS(=O)(=O)C2)n1` (configuration not stated)?
LMNA splice mod: 2%; Luc counter: -1%; SMN2 splice up: -4%; HTT aggregate: -9%; HTT cytoprotect: -16%; CBFb RUNX1 block: -2%; IMPase Li inh: 0%[38.3 µM]

What do the screens show for `Cn1cc(C(=O)N/N=C/c2cccc([N+](=O)[O-])c2)c2ccccc21`?
HTT aggregate: -17%[9.22 µM]; HTT cytoprotect: 2%[10 µM]; CBFb RUNX1 block: 10%

How did CC(=O)c1cc(C#N)c(SCCC(C)C)nc1C do in these assays?
LMNA splice mod: 22%; Luc counter: 2%; SMN2 splice up: -1%; HTT aggregate: 3%; HTT cytoprotect: -35%[0.074 µM]; CBFb RUNX1 block: 20%; IMPase Li inh: 30%[activator][38.3 µM]

Results for O=C(NCc1ccccc1)[C@H]1C[C@@H]1[C@H](NP(=O)(c1ccccc1)c1ccccc1)c1ccccc1 ?
LMNA splice mod: inconclusive; Luc counter: -1%&-3%; SMN2 splice up: 4%&0%; HTT aggregate: 5%; HTT cytoprotect: -30%[inhibitor]; CBFb RUNX1 block: -20%[2.36 µM]; IMPase Li inh: 0%&1%

What do the screens show for `O=C(Nc1ccnc(-c2cccnc2)n1)c1ccc(Cl)cc1`?
LMNA splice mod: 2%; Luc counter: -3%; SMN2 splice up: -20%; HTT aggregate: -14%; HTT cytoprotect: -25%; CBFb RUNX1 block: -3%; IMPase Li inh: -11%[38.3 µM]

How did O=S(=O)(c1ccccc1)N(CC(O)COc1ccccc1)c1ccccc1 (configuration not stated) do in these assays?
HTT aggregate: -20%[9.22 µM]; HTT cytoprotect: -12%[10 µM]; CBFb RUNX1 block: 5%

How did CC(C)c1nc2n[nH]c(N)c2c2c1CCC2 do in these assays?
LMNA splice mod: -7%; Luc counter: -2%; SMN2 splice up: inconclusive; HTT aggregate: -14%; HTT cytoprotect: 9%; CBFb RUNX1 block: 2%; IMPase Li inh: 5%[38.3 µM]

What do the screens show for `Cc1nc2cc(-c3cccc(F)c3)nn2c(C)c1CCC(=O)N1CCN(c2ccccn2)CC1`?
HTT aggregate: -2%[9.22 µM]; HTT cytoprotect: -7%; CBFb RUNX1 block: 3%

What do the screens show for `CCC(=O)N[C@@H]1CC(C(C)(C)NC(=O)CC)CC=C1C` (some centres not stated)?
LMNA splice mod: 1%; Luc counter: -4%; SMN2 splice up: 5%; HTT aggregate: 14%; HTT cytoprotect: 1%; CBFb RUNX1 block: 3%; IMPase Li inh: -15%[38.3 µM]

Results for Nc1c(-c2cccs2)cnn1-c1nc(-c2ccc(F)cc2)cs1 ?
LMNA splice mod: inconclusive; Luc counter: -1%; SMN2 splice up: -6%; HTT aggregate: -1%; HTT cytoprotect: -24%; CBFb RUNX1 block: 9%; IMPase Li inh: 10%[38.3 µM]

What do the screens show for `CCOC(=O)C1=C(C)NC(=O)CC1c1ccccc1OC` (configuration not stated)?
LMNA splice mod: 12%[46 µM]; Luc counter: 1%; HTT aggregate: -14%[9.22 µM]; HTT cytoprotect: 10%[10 µM]; CBFb RUNX1 block: -1%; IMPase Li inh: 3%

What do the screens show for `Cc1occc1C(=O)NNC(=O)Cc1ccccc1`?
LMNA splice mod: 1%; Luc counter: -3%; SMN2 splice up: -3%; HTT aggregate: 0%; HTT cytoprotect: inconclusive; CBFb RUNX1 block: -2%; IMPase Li inh: -2%[38.3 µM]

Results for COCCN(CC(=O)NCC1CCCO1)C(=O)CCC(=O)Nc1ccccn1 (configuration not stated) ?
LMNA splice mod: -1%[46 µM]; Luc counter: 0%; SMN2 splice up: 7%; HTT aggregate: 5%; HTT cytoprotect: -10%; CBFb RUNX1 block: -1%; IMPase Li inh: -1%

How did Nc1nc(CSC(=S)N2CCOCC2)nc(Nc2ccccc2)n1 do in these assays?
LMNA splice mod: inconclusive; Luc counter: -2%; SMN2 splice up: 11µM*; HTT aggregate: inconclusive; CBFb RUNX1 block: -14%; IMPase Li inh: 3%

What do the screens show for `CS(=O)(=O)N1CCC2(CC1)CN(C(=O)Nc1cccc(C#N)c1)C2`?
Luc counter: -6%; SMN2 splice up: 1%; HTT cytoprotect: -83%[inhibitor]; IMPase Li inh: -10%

How did CCCCOC(=O)c1c(C)oc2ccc(NS(=O)(=O)c3ccc4c5c(cccc35)C(=O)N4)cc12 do in these assays?
LMNA splice mod: inconclusive; Luc counter: 17%; SMN2 splice up: -6%; HTT aggregate: inconclusive; HTT cytoprotect: 1%; CBFb RUNX1 block: 2%; IMPase Li inh: 25%[38.3 µM]

Results for CCOC(=O)N1CCC(NS(=O)(=O)c2cc(Br)cc3c2N(C(=O)CC)CC3)CC1 ?
LMNA splice mod: inconclusive; Luc counter: 3%; SMN2 splice up: -27%; HTT aggregate: -14%; HTT cytoprotect: -14%; CBFb RUNX1 block: 2%; IMPase Li inh: -1%[38.3 µM]

How did COc1cc(Cl)c(S(=O)(=O)NCc2ccccn2)cc1Cl do in these assays?
LMNA splice mod: 9%; Luc counter: -2%; SMN2 splice up: inconclusive; HTT aggregate: -8%; HTT cytoprotect: -1%; CBFb RUNX1 block: 1%; IMPase Li inh: 23%[38.3 µM]

What do the screens show for `Cn1c(Cn2c(=O)sc3ccccc32)nnc1SCC(=O)NCc1ccco1`?
LMNA splice mod: -8%; Luc counter: 1%; SMN2 splice up: 9%; HTT aggregate: 10%; HTT cytoprotect: 31%[10 µM]; CBFb RUNX1 block: -1%; IMPase Li inh: 5%

How did Cc1ccc(S(=O)(=O)N2CCCC2C(=O)OCC(=O)Nc2ccc3c(c2)OCO3)cc1 (configuration not stated) do in these assays?
LMNA splice mod: -2%; Luc counter: -2%; SMN2 splice up: -6%; HTT aggregate: 4%; HTT cytoprotect: -3%; CBFb RUNX1 block: -2%; IMPase Li inh: 2%[38.3 µM]

Results for COC(=O)c1cccc(NC(=O)CCCOc2cccc(C)c2)c1 ?
LMNA splice mod: 5%; Luc counter: -1%; SMN2 splice up: 5%; HTT aggregate: 4%; HTT cytoprotect: -3%; CBFb RUNX1 block: 5%; IMPase Li inh: 4%[38.3 µM]

What do the screens show for `O=C(Cc1n[nH]c(=O)c2ccccc12)N1CCN(c2ccc(F)cc2)CC1`?
Luc counter: -1%; SMN2 splice up: -21%; HTT aggregate: 20%; CBFb RUNX1 block: -9%; IMPase Li inh: -1%

Results for CC1=C(C(=O)OCCOC(C)C)C(c2cc3c(cc2Br)OCO3)C2=C(CCCC2=O)N1 (configuration not stated) ?
LMNA splice mod: -2%; Luc counter: 1%; SMN2 splice up: 4%; HTT aggregate: 11%; HTT cytoprotect: 5%[10 µM]; CBFb RUNX1 block: 6%; IMPase Li inh: 0%[38.3 µM]

Results for COc1cc(C2CC(=O)N(c3ccc(C)cc3)C(=O)C2)cc(OC)c1OC ?
HTT aggregate: -7%[9.22 µM]; HTT cytoprotect: -22%[10 µM]; CBFb RUNX1 block: 18%

How did O=C(NC(=S)NNC(=O)c1ccccc1[N+](=O)[O-])c1ccccc1 do in these assays?
LMNA splice mod: -6%; Luc counter: 0%; SMN2 splice up: 10%; HTT aggregate: -22%; HTT cytoprotect: -7%[1.9 µM]; CBFb RUNX1 block: 4%; IMPase Li inh: 1%

Results for Cc1onc(-c2ccccc2)c1C(=O)NCC1CCN(C(=O)c2c(-c3ccccc3)noc2C)CC1 ?
LMNA splice mod: 10%; Luc counter: 3%; SMN2 splice up: -18%; HTT aggregate: 1%; HTT cytoprotect: -23%; CBFb RUNX1 block: -7%; IMPase Li inh: 14%[38.3 µM]

What do the screens show for `O=C(Nc1ccc2c(c1)OCO2)c1n[nH]c(=O)c2ccccc12`?
HTT aggregate: 1%[9.22 µM]; HTT cytoprotect: 24%[10 µM]; CBFb RUNX1 block: -23%
